From PubChem BioAssay
S2 tox – reduces viability in counter-screen for ATXN expression inhibitors. S2 cells (HEK-293 line with an ATXN2-luciferase reporter) viability, CellTiter-Fluor protease fluorescence, 24 h. Potency, µM (highest dose often 56.7 µM), usual class: cytotoxic. actives 0.49% (n = 400,000); further: nearly all actives have a fitted effect of over 40% in size
HepG2 viability – kills HepG2 cells in TGF-b inhibitor counter-screen; HepG2 CAGA-GFP viability, ATP luminescence, 18 h; Potency, µM (highest dose often 46.1 µM), for the others: at the highest dose activity change, negative = cytotoxicity, actives largely listed as cytotoxic; actives 0.76% (n = 410,000); further: some results filed as inactive show a strong effect at the top dose
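CellTiter-Glo luminescence gave cytotoxicity after 18 hours at 37 degrees C. The cells were HepG2 CAGA-GFP in 1% FBS DMEM, stimulated with 500 pg/mL TGF-beta after compound addition. %Activity was normalised to no-cell wells (complete cell-killing) and DMSO (no toxicity), and curves were fitted and classified.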
SW480 rereplic – DNA re-replication induction in SW480 cells; SW480 DNA re-replication, Hoechst DNA content imaging, 48 h; Potency, µM (top dose mostly 46.1 µM), for inactives: at the top dose re-replication activation, hits mostly activators; actives 1.8% (n = 340,000); AID 624297; further: % of control where 0% means no effect; nearly all actives have a fitted effect of over 55% in size
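Image-based DNA-content assay: after two days of treatment, nuclei were labelled with the DNA dye Hoechst and imaged, and hits were compounds raising the count of nuclei showing high fluorescence intensity.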
ATXN2 expr inh – reduces ATXN2 reporter expression in HEK-293 cells; HEK-293 ATXN2-luciferase reporter, luminescence, 24 h; Potency, µM (top dose mostly 57 µM), without a hit: top-dose activity change, negative = inhibition, actives largely listed as inhibitors; actives 0.72% (n = 360,000); AID 1745845; further: on the % scale 0 is the no-effect control and ±100 the full control effect; nearly all actives have a fitted effect of over 55% in size
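qHTS (up to 57 uM final) was run with 24 h compound exposure of reporter cells at 37 °C. Each well was multiplexed: SteadyGlo luminescence measured ATXN2-luciferase expression after a fluorogenic Gly-Phe-AFC viability readout (25 uM final).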
KB-3-1 cytotox – kills parental KB-3-1 adenocarcinoma cells; KB-3-1 viability, CellTiter-Glo ATP luminescence, 72 h; Potency, µM (highest dose often 46.1 µM), without a hit: top-dose activity change, negative = cytotoxic, actives largely listed as cytotoxic; actives 1.4% (n = 400,000); further: on the % scale 0 is the no-effect control and ±100 the full control effect; nearly all actives have a fitted effect of over 60% in size
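Cytotoxicity measured as CellTiter-Glo luminescence after 72 h at 37 C. Compound titrations were pinned onto drug-naive KB-3-1 parental adenocarcinoma cells grown in DMEM with 10% FBS, and normalized data fitted to concentration-response curves.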
MCF10A rereplic – induces DNA re-replication in MCF 10a normal breast cells; MCF 10A DNA re-replication, Hoechst nuclear intensity, 48 h; Potency, µM (top dose mostly 46.1 µM), inactives show at the top dose activity, positive = re-replication, usual class: activators; actives 2.9% (n = 350,000); AID 624296; further: % of control where 0% means no effect; nearly all actives have a fitted effect of over 50% in size
HT1080 IDH1KD tx – HT-1080 IDH1 knockdown cell toxicity (counter line); HT-1080 IDH1 knockdown viability, ATP luminescence, 48 h; Potency, µM (series often up to 46.1 µM), without a hit: at the highest dose activity, negative = toxicity, usual class: cytotoxic; actives 2% (n = 360,000); AID 686971;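 further: 0% = DMSO wells and -100% = cell-free medium wells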
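Assay cells: HT-1080 with IDH1 knockdown, 750 per well, RPMI/5% FBS. Exposure: 48 h at 37 °C following 2 h pre-incubation. Read: CellTiter-Glo luminescence; fitted concentration-response, curve class assigned.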
HT1080-NT tox – kills 2HG-producing HT-1080-NT fibrosarcoma cells; actives 1.6% (n = 360,000); Potency, µM (titrated, usually from 46.1 µM), for inactives: at the top dose activity, negative = less viability, actives largely listed as cytotoxic; HT-1080-NT fibrosarcoma viability, CellTiter-Glo ATP luminescence, 48 h;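 further: NT is the 2HG producing partner of a matched IDH1 knockdown line; 0% = DMSO-treated cells and -100% = media-only wells without cells; nearly all actives have a fitted effect of over 55% in size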
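HT-1080-NT fibrosarcoma cells (2HG-overproducing), 750 cells/well in RPMI with 5% FBS, dosed after 2 h and incubated 48 h at 37C. CellTiter-Glo luminescence normalized to DMSO and no-cell wells; concentration-response curves fitted and classed.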
An asterisk follows results filed as active; i = inactive; ? = inconclusive; . = not tested or not shown; [ ] = another dose, or the depositor's remark. The call rests on the fitted dose curve; in most records, active means well fitted curve in the direction sought with a large enough effect; inconclusive means small, poorly fitted or top-dose-only effect, or another doubt; inactive means no such curve, though single readings can be large; an effect the other way counts as inactive or inconclusive. Potency means the concentration at half of the fitted maximal effect. Not all compounds are listed, so the mix of outcomes need not match the whole.

compound | S2 tox | HepG2 viability | SW480 rereplic | ATXN2 expr inh | KB-3-1 cytotox | MCF10A rereplic | HT1080 IDH1KD tx | HT1080-NT tox
Cc1onc(-c2ccccc2)c1C(=O)N[C@@H]1C(=O)N2[C@@H]1SC(C)(C)[C@@H]2C(=O)O | . | . | -6.4% | . | . | 6.7% | . | .
CC(Cc1ccccc1)N(C)C (stereo unspecified) | . | . | -3.5% | . | . | -4.0% | . | .
O=[N+]([O-])C(Br)(CO)CO | . | . | ? | . | . | ? | . | .
O=[N+]([O-])c1cc(I)c(O)c(I)c1 | . | . | -7.3% | . | . | ? | . | .
CC1CC[C@@]2(NC1)OC1CC3C4CC[C@@H]5CC(O)CC[C@@]5(C)C4CC[C@]3(C)C1C2C (stereo partly specified) | . | . | -2.8% | . | . | 13.8% | . | .
COC(C(=O)C(O)C(C)O)C1Cc2cc3cc(OC4CC(OC5CC(O)C(OC)C(C)O5)C(OC(C)=O)C(C)O4)c(C)c(O)c3c(O)c2C(=O)C1OC1CC(OC2CC(OC3CC(C)(O)C(OC(C)=O)C(C)O3)C(O)C(C)O2)C(O)C(C)O1 (stereo unspecified) | . | . | -4.4% | . | . | -8.1% | . | .
[S]=[Sb][S][Sb]=[S] | . | . | -1.8% | . | . | -1.3% | . | .
COCC(C)N(C(=O)CCl)c1c(C)csc1C (stereo unspecified) | . | . | -0.7% | . | . | 1.3% | . | .
c1ccc2c[n+](CCCCCCCCCC[n+]3ccc4ccccc4c3)ccc2c1 | . | . | . | . | . | . | ? | -17.3%
O=P1(NCCCl)OCCC(OO)N1CCCl (stereo unspecified) | . | . | . | . | . | . | -3.6% | -4.7%
CC(=O)NCC(N)C(=O)c1ccc(C)cc1 (stereo unspecified) | . | . | . | . | . | . | -2.3% | -2.5%
C[C@@H]1[C@@H](C(=O)C[C@H]2O[C@@H]3O[C@]4(C)CC[C@@H]5[C@H](C)CC[C@@H]([C@H]2C)[C@@]35OO4)O[C@@H]2O[C@]3(C)CC[C@H]4[C@H](C)CC[C@@H]1[C@@]24OO3 | . | . | . | ? | . | . | . | .

compound | S2 tox | HepG2 viability | SW480 rereplic | ATXN2 expr inh | KB-3-1 cytotox | MCF10A rereplic | HT1080 IDH1KD tx | HT1080-NT tox
CNC(=O)N1N=C(c2ccc(N)cc2)c2cc3c(cc2CC1C)OCO3 (stereo unspecified) | . | . | . | 87.1%[activator] | . | . | . | .
NC1CC1c1ccccc1 (stereo unspecified) | . | . | . | 1.5% | . | . | . | .
CN1[C@H]2CC(O)C[C@H]1[C@H]1O[C@H]12 (stereo partly specified) | . | . | . | ? | . | . | . | .
O=C(NCC1CCOCC1)c1cnc(Nc2ccc(Cl)cc2Cl)nc1C(F)(F)F | . | . | . | ? | . | . | . | .
CC(O)(CS(=O)(=O)c1ccc(F)cc1)C(=O)Nc1ccc(C#N)c(C(F)(F)F)c1 (stereo unspecified) | . | . | . | ? | . | . | . | .
COc1ccc(CC2NCCc3cc(OC)c(OC)cc32)cc1OC (stereo unspecified) | . | . | . | -10.1% | . | . | . | .
CCN1C[C@]2(OC(=O)c3ccccc3NC(C)=O)CC[C@H](OC)[C@@]34[C@H]5CC6[C@@H](OC)C[C@](O)(C(C[C@@H]23)[C@@H]14)[C@@]5(O)[C@@H]6OC | . | . | . | 3.8% | . | . | . | .
CCN(CC)C(=O)c1ccc(C2=CC3(CCNCC3)Oc3cccc(O)c32)cc1 | . | . | . | -4.1% | . | . | . | .
O=C(Oc1ccc([N+](=O)[O-])cc1)N1CCN(Cc2cccc(Oc3ccccc3)c2)CC1 | . | . | . | -13.1% | . | . | . | .
CO[C@H]1CCC(O[C@H]2C[C@H]([C@]3(C)CC[C@]4(C[C@H](O)[C@@H](C)[C@@H]([C@@H](C)C=C(C)C(=O)[C@H](C)C[C@H](C)C(=O)O)O4)O3)O[C@]3(O[C@@H]([C@H]4O[C@@](O)(CO)[C@H](C)C[C@H]4C)C[C@H]3C)[C@H]2C)O[C@H]1C (stereo partly specified) | . | . | . | 3.06µM* | . | . | . | .
CC(=CCCC1=CCC(C2=CC(=O)OC2O)OC1O)CCC1=C(C)CCCC1(C)C (stereo unspecified) | . | . | . | -5.8% | . | . | . | .
CCC1(C)CC(=O)NC(=O)C1 | i | . | -5.2%[20.6 µM] | . | . | 2.0%[20.6 µM] | . | .

compound | S2 tox | HepG2 viability | SW480 rereplic | ATXN2 expr inh | KB-3-1 cytotox | MCF10A rereplic | HT1080 IDH1KD tx | HT1080-NT tox
Nc1ncnc2c1ncn2[C@@H]1O[C@@H]2COP(O)(=S)O[C@H]2[C@H]1O (stereo partly specified) | . | 8.6% | . | . | 59.4% | . | . | .
O=c1c2ccccc2nc(/C=C\c2ccc(F)cc2)n1-c1ccccc1F | . | 8.1% | . | . | ? | . | . | .
O=C(Cn1c(=O)oc2cc(S(=O)(=O)NCc3ccccc3)ccc21)Nc1ccc(F)c(Cl)c1 | . | -56.6% | . | . | 6.3% | . | . | .
O=C(CN1CCCC1)c1ccccc1 | . | -1.6% | . | . | -13.7% | . | . | .
COc1cc([C@@H]2c3cc4c(cc3[C@H](OC(C)=O)[C@H]3COC(=O)[C@@H]23)OCO4)cc(OC)c1OC | . | -13.8% | . | . | 0.651µM* | . | . | .
Cc1cccc(-n2c(/C=C/c3cccc4ccccc34)nc3ccccc3c2=O)c1 | . | -33.6% | . | . | -8.0% | . | . | .
COc1cc([C@@H]2c3cc4c(c(O)c3C[C@H]3COC(=O)[C@@H]32)OCO4)cc(OC)c1OC | . | 5.1% | . | . | 0.517µM* | . | . | .
COc1cccc(CNC(=O)Cn2c(=O)oc3cc(S(=O)(=O)N4CCCCCC4)ccc32)c1 | . | -36.9% | . | . | ? | . | . | .
O=C(Cn1c(=O)oc2cc(S(=O)(=O)NCc3ccccc3)ccc21)NCc1ccccc1Cl | . | -64.0% | . | . | ? | . | . | .
CN(C)c1ccc(CNC(=O)Cn2c(=O)oc3cc(S(=O)(=O)N4CCCCCC4)ccc32)cc1 | . | -34.7% | . | . | -37.9% | . | . | .
CN(C)c1ccc(N=Nc2ccccc2)cc1 | . | -23.1% | . | . | ? | . | . | .
O=C(CN1CCCC2CCCCC21)c1ccc(I)cc1 (stereo unspecified) | . | -3.1% | . | . | 4.0% | . | . | .

compound | S2 tox | HepG2 viability | SW480 rereplic | ATXN2 expr inh | KB-3-1 cytotox | MCF10A rereplic | HT1080 IDH1KD tx | HT1080-NT tox
COc1cc([C@@H]2c3cc4c(cc3[C@@H](O)C3COC(=O)C32)OCO4)cc(OC)c1O (stereo partly specified) | . | 9.6% | . | -25.3% | . | . | . | .
COP(=S)(OC)Oc1cc(Cl)c(Cl)cc1Cl | i | . | . | 31.3% | . | . | . | .
c1ccc(CN2CCNCC2)cc1 | i | . | . | 20.6%[222 µM] | . | . | . | .
CC(C(=O)c1ccccc1)N(C)C (stereo unspecified) | i | . | . | 10.3% | . | . | . | .
C=CCC1([C@H](C)CCC)C(=O)NC(=O)NC1=O | i | . | . | 8.8%[116 µM] | . | . | . | .
C[C@]12CC[C@@H]3[C@@H](CCC4=CC(=O)CC[C@@H]43)[C@@H]1CC[C@@H]2OC(=O)CCc1ccccc1 | i | . | . | 14.0% | . | . | . | .
C[C@H](N)C(=O)c1ccccc1 | i | . | . | 8.9%[116 µM] | . | . | . | .
CCN(CC)C(=O)[C@@H]1C=C2c3cccc4[nH]cc(c34)C[C@H]2N(C)C1 | ? | . | . | -16.8%[222 µM] | . | . | . | .
COC(=O)C(Cl)C(=O)OC | ? | . | . | 2.8% | . | . | . | .
CCC(=O)OC1(c2ccccc2)CCN(C)CC1 | i | . | . | -11.9%[116 µM] | . | . | . | .
CCCC(C)C1(CC)C(=O)N=C(S)NC1=O (stereo unspecified) | i | . | . | 8.1% | . | . | . | .
CCCOC(=O)Cc1ccc(OCC(=O)N(CC)CC)c(OC)c1 | i | . | . | -0.1% | . | . | . | .

compound | S2 tox | HepG2 viability | SW480 rereplic | ATXN2 expr inh | KB-3-1 cytotox | MCF10A rereplic | HT1080 IDH1KD tx | HT1080-NT tox
Sc1ccccc1Cl | i | . | . | -4.0% | . | . | . | .
O=C(O)CCCCCCNC1c2ccccc2CCc2ccccc21 | i | . | . | 0.2% | . | . | . | .
CCO/N=C(\CC)C1=C(O)CC(c2c(C)cc(C)cc2C)CC1=O (stereo unspecified) | ? | . | . | 35.7%[activator][116 µM] | . | . | . | .
O=C(Nc1ccccc1-c1ccc(Cl)cc1)c1cccnc1Cl | i | . | . | ? | . | . | . | .
CCO[C@H]1O[C@@H]2OC3(C)CC[C@H]4[C@H](C)CC[C@@H]([C@H]1C)[C@@]24OO3 | i | . | . | -7.9% | . | . | . | .
NC1=NC(=O)C(c2ccccc2)O1 (stereo unspecified) | i | . | . | 1.8% | . | . | . | .
CNC(C)Cc1ccccc1OC (stereo unspecified) | i | . | . | -2.2% | . | . | . | .
NC1(c2ccccc2)CCCCC1 | i | . | . | ? | . | . | . | .
CCOC(=O)NC(C)(C)Cc1ccc(Cl)cc1 | i | . | . | 0.3% | . | . | . | .
C#CC(O)(C=CCl)CC (stereo unspecified) | i | . | . | 5.3% | . | . | . | .
C[C@]12CC[C@H]3[C@@H](CCC4=CC(=O)CC[C@@H]43)[C@@H]1CC[C@@H]2OC(=O)CCc1ccccc1 | i | . | . | -4.3% | . | . | . | .
